Screening results: PubChem, several laboratories
C8 TRAIL sens = sensitizes caspase-8 expressing cells to TRAIL; NB7+C8 cells + TRAIL, ATPlite viability luminescence; actives 1% (n = 360,000); AID 624354; inhibition (viability loss, TRAIL sensitization), % at 10 µM;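 active = compounds causing at least 50% loss of cell viability in the single-dose screen, relative to plate controls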
NCOA2 inhibitor = inhibits human steroid receptor coactivator 2. Q15596. HEK293 GAL4-SRC2 luciferase reporter, luminescence. inhibition, % at 9 µM. actives 0.17% (n = 370,000). AID 651957;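 active = inhibition above the mean inhibition of all tested compounds plus 3 SD, set per campaign, cut at about 52% in these data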;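 also: 0% = DMSO treated cells and 100% = cells given Gossypol at 36 µM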
Vif imaging = blocks HIV Vif function; AID 602346; actives 0.35% (n = 340,000); inhibition, % at 7.49 µM; HEK293T cells, Vif self-association by quenched fluorescence, imaging, 24 h; in the data active = inhibition above about 50%, passing the limit was not always enough; also: some results filed as inactive read as strong as hits
TLR9-MyD88 block = blocks human TLR9 binding to MyD88. actives 0.21% (n = 340,000). CHO BLA complementation TLR9-MyD88, CCF4 FRET ratio. inhibition, % at 4.98 µM. AID 504734. Q9NR96+Q99836;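 active = inhibition above the mean over all tested compounds plus 3 SD, cut at about 21% in these data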;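 also: 0% = DMSO only wells and 100% = clavulanate BLA inhibitor control wells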
LRH-1 inv ag = NR5A2 inverse agonism in reporter assay; O00482; HEK293T StAR-luciferase reporter, LRH-1 transfected, 24 h; inhibition, % at 3.6 µM; actives 0.13% (n = 360,000);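 active = inhibition above the mean inhibition of all tested compounds plus 3 SD, cut at about 73% in these data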;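 also: 0% = DMSO wells and 100% = reporter-only cells lacking LRH-1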
NCOA3 inh = inhibits human SRC3 coactivator; HEK293 GAL4-SRC3 luciferase reporter, luminescence; actives 0.17% (n = 360,000); Q9Y6Q9; AID 588352; inhibition, % at 3.6 µM;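 active = inhibition above a per-campaign cutoff, the mean of all compounds plus 3 SD, cut at about 60% in these data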;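 also: 0% = DMSO-treated cells and 100% = gossypol-treated cells at 36 µM; higher means less SRC3-driven luciferase light from the GAL4 reporter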
COUP-TFII inh = NR2F2 (human) inhibition, primary screen. actives 0.7% (n = 370,000). HEK293T NGFI-A luciferase reporter, luminescence. inhibition, % at 8.6 µM. P24468;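 active = inhibition above a per-plate cutoff, mean inhibition of test wells between control levels plus 3 SD, cut at about 38% in these data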;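 also: cells cotransfected with COUP-TFII expression vector driving the NGFI-A reporter; 0% = median of COUP-TF2 test wells and 100% = reporter-only cells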
TROY NFkB inh = inhibitors of TROY-dependent NF-kB signaling; Q293 LMP1-TROYcd NF-kB luciferase reporter, 4 h; actives 0.98% (n = 360,000); inhibition, % at 10 µM;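 active = compounds whose plate-normalised and pattern-corrected inhibition of the luciferase reporter signal at the single screening dose is 50% or more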
SRC1 inh = inhibits human SRC1 coactivator. Q15788. HEK293 GAL4-SRC1 luciferase reporter, luminescence. inhibition, % at 3.6 µM. actives 0.12% (n = 360,000);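 active = inhibition above the campaign mean plus 3 SD, with each screening campaign given its own cutoff, cut at about 60% in these data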;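 also: 0% = DMSO treated cells and 100% = gossypol at 36 µM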
EBV LMP1 NFkB = reduces LMP1-driven NF-kappaB luciferase signal; LMP1-induced NF-kappaB luciferase reporter cells, luminescence; actives 0.69% (n = 350,000); inhibition, % at 12.5 µM; in the data active = inhibition above about 41%;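 also: 0% = neutral control wells and 100% = reference inhibitor control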
NOD2-RIPK2 inh = blocks binding of human NOD2 to RIPK2 | O43353 | inhibition, % at 4.98 µM | CHO BLA complementation NOD2-RIPK2, CCF4 ratio | actives 0.38% (n = 360,000); in the data active = inhibition above about 21%;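 also: 0% = vehicle only and 100% = reference blocker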
Active calls of the source: *; x = no result given.

Fields – C8 TRAIL sens | NCOA2 inhibitor | Vif imaging | TLR9-MyD88 block | LRH-1 inv ag | NCOA3 inh | COUP-TFII inh | TROY NFkB inh | SRC1 inh | EBV LMP1 NFkB | NOD2-RIPK2 inh
1	CC(C)(C)c1nc(CN2CCOCC2)ccc1O
 : 5 | 5 | 4 | 2 | -13 | 7 | -4 | 3 | 1 | -1 | 4
2	CC(NC(=O)NCC1CCCO1)(C(F)(F)F)C(F)(F)F (stereo unspecified)
 : -18 | -18 | 1 | 5 | 21 | 21 | 14 | -4 | -5 | -9 | -6
3	Cc1cc(Cl)ccc1Oc1cccc(C(=O)/C(C#N)=C/N(C)C)c1
 : 1 | 18 | x | -5 | -11 | 3 | 2 | -25 | -2 | -2 | -3
4	CCCCCNC(=O)C1c2ccccc2Oc2ccccc21
 : 0 | -37 | -13 | 6 | -1 | 2 | 12 | -26 | -4 | 0 | -12
5	COc1ccc(S(=O)(=O)Nc2ccccc2C(=O)NCc2cccnc2)cc1C
 : -10 | 10 | 5 | 0 | -26 | -8 | 5 | 1 | 2 | 0 | 6
6	Cc1nc2ccccn2c(=O)c1NC(=O)c1cccs1
 : -3 | -36 | -4 | -3 | 1 | -16 | -20 | -1 | 5 | -2 | 2
7	CCN1C[C@@H]2[C@@H]3C(=O)N(Cc4ccccc4)C(=O)[C@@H]3[C@](C)(C1=O)N2C(=O)c1ccc(Cl)cc1
 : 8 | -3 | -3 | -3 | 3 | 5 | -2 | -13 | 3 | -5 | -7
8	CC1(C)CC(=O)C2=C(C1)N(Cc1cccnc1)C(=O)C2(NC(=O)c1cccnc1)C(F)(F)F (stereo unspecified)
 : -5 | -5 | 3 | -5 | -4 | -12 | 7 | 4 | 1 | -2 | -5
9	Cc1ccc(Nc2nc(C)c(CCC(C)C)c(=O)[nH]2)cc1
 : 12 | -21 | -5 | 4 | 13 | 13 | 9 | -33 | -10 | -2 | -16
10	Cc1ccc(C2CC(c3ccccc3)=NN2C(=O)CSc2nnc(-c3ccncc3)n2C)o1 (stereo unspecified)
 : -3 | 7 | 6 | -1 | -5 | -4 | -14 | 14 | -6 | 0 | -1
11	CCN1CCn2c3c(c4cc(Br)ccc42)CCCC31 (stereo unspecified)
 : -5 | -34 | -1 | -8 | -25 | -14 | -30 | 4 | -8 | 7 | -3
12	Cc1cc(C)cc(NCc2cc3c(cc2[N+](=O)[O-])OCO3)c1
 : -5 | -29 | 2 | -4 | -6 | 10 | 0 | -24 | -9 | -15 | 6
13	COc1ccc(/C=N/NC(=O)CC(=O)NC2CCCCC2)cc1
 : -2 | -29 | -8 | 0 | -1 | -13 | 27 | -4 | 0 | 1 | -3
14	CS(=O)(=O)c1ccc2nc(NC3(C(F)(F)F)N=C4SCCN4C3=O)sc2c1 (stereo unspecified)
 : -3 | -6 | 14 | -1 | -49 | 6 | 5 | -43 | 3 | -2 | -7
15	Cc1cc(C(=O)N/N=C/c2cccs2)no1
 : 2 | -30 | -3 | -10 | -13 | -16 | -19 | -57 | -11 | 0 | 2
16	COc1ccc(C2CC(c3ccccc3)=NN2C(=O)COC(=O)c2cc(S(=O)(=O)N3CCOCC3)ccc2F)cc1 (stereo unspecified)
 : -11 | -3 | 0 | -4 | 3 | 2 | 13 | -28 | -6 | 6 | 4
17	Cc1cccn2c(=O)c(/C=C(\C#N)C(=O)NCc3ccccc3)c(N3CCC(C(N)=O)CC3)nc12
 : -1 | -6 | 8 | -1 | -1 | 21 | -4 | -2 | 3 | 1 | 5
18	COc1ccc(/C=N/n2cnnc2SCc2ccc(OC)cc2)cc1
 : 3 | 2 | 13 | 2 | 7 | 1 | -10 | -4 | 12 | 4 | 5
19	COc1cccc(CNC(=O)Cn2cccc2C(=O)c2ccccc2C)c1
 : -1 | -30 | -8 | -3 | -10 | -9 | 0 | -38 | -23 | -12 | -7
20	CCCC(=O)N(Cc1cc2cc(OC)ccc2[nH]c1=O)c1ccc(OC)cc1
 : -4 | 16 | 1 | -1 | 2 | -21 | 4 | 8 | -17 | -1 | -4
21	Cc1ccc(CCNC(=O)c2cc(-c3ccncc3)nc3ccccc23)cc1
 : -14 | 19 | -5 | -5 | -5 | 10 | -14 | -6 | 9 | -6 | 4
22	CCCCn1c(SCC(N)=O)nc2ccc(N3CCOCC3)cc2c1=O
 : -6 | 6 | -4 | -11 | -10 | -3 | 6 | -6 | -11 | -2 | 2
23	Cc1ccc(NC(=O)C2CCCC2)cc1Cl
 : -14 | -20 | 18 | 3 | 19 | -21 | -5 | -14 | -3 | 8 | 1
24	Cc1ccc(C)c(S(=O)(=O)N2CCN(CC(=O)NC(=O)NCc3ccccc3)CC2)c1
 : -8 | -6 | -1 | 0 | 16 | 11 | 8 | 1 | -79 | -9 | -4
25	O=C(CCCc1cccs1)Nc1nc2c(s1)CCCC2
 : 31 | -73 | -3 | -5 | -92 | -99 | -17 | -66 | -68 | -35 | 1
26	O=C(Cn1nnc(-c2ccccc2)n1)OCc1ccccc1
 : -4 | -18 | -4 | 0 | -3 | -14 | -2 | -7 | -3 | -9 | 1
27	Cc1ccc(C(=O)NCC(=O)OCc2nc3ccsc3c(=O)[nH]2)cc1C
 : -5 | 3 | 18 | 1 | 18 | -5 | -7 | -8 | -4 | -4 | -6
28	COc1cc(S(=O)(=O)N2CCCN(C)CC2)ccc1NC(C)=O
 : -4 | 1 | 8 | 0 | -18 | 1 | 12 | -6 | -10 | -3 | 3
29	CCOC(=O)N1CCN(C(=O)CN(c2cccc(C(F)(F)F)c2)S(C)(=O)=O)CC1
 : 1 | -4 | -4 | 4 | 0 | -1 | 4 | 7 | 5 | 2 | 3
30	Cc1cc(=O)oc2cc(OCC(=O)OCC(=O)Nc3ccc(C(C)C)cc3)ccc12
 : 2 | -34 | 6 | 0 | 1 | -12 | 3 | -31 | 0 | 2 | -5

Looked up above:
Under EBV LMP1 NFkB, cpd 15 shows 0
Under Vif imaging, cpd 30 shows 6

Later entries.
Fields – C8 TRAIL sens | NCOA2 inhibitor | Vif imaging | TLR9-MyD88 block | LRH-1 inv ag | NCOA3 inh | COUP-TFII inh | TROY NFkB inh | SRC1 inh | EBV LMP1 NFkB | NOD2-RIPK2 inh
31	O=C(Nc1ccc(C(=O)O)cc1)Nc1cccc2ccccc12
 : 4 | 11 | 24 | 10 | 13 | -13 | -12 | 17 | -13 | -3 | -2
32	CNCc1ccccc1Sc1cccc2ccccc12
 : 27 | 12 | 5 | -24 | 10 | 14 | 26 | 12 | 14 | 29 | 5
33	CCN(CC)CCn1c(NCc2cc(OC)ccc2OC)nc2ccccc21
 : 21 | -11 | 27 | -1 | 9 | 4 | 0 | 7 | 19 | 6 | -6
34	COc1cc(C2NC(=O)NC(C)=C2C(=O)OC(C)(C)C)ccc1OCC(=O)O (stereo unspecified)
 : 8 | 28 | -2 | -1 | 14 | 14 | -1 | 8 | 7 | -22 | -10
35	CN(C(=O)Cn1cccc1C1=NC(c2ccccc2)CO1)c1ccccc1 (stereo unspecified)
 : 8 | -11 | x | 0 | 6 | 19 | 4 | -33 | -9 | 2 | -5
36	O=c1n(Cc2ccc(F)cc2)nc2n1-c1ccccc1SC2
 : 3 | -4 | 7 | -5 | -7 | 4 | -16 | -20 | -27 | -8 | -2
37	COc1ccc(CNC(=O)CCSCc2cccc(Cl)c2)c(OC)c1
 : -6 | -14 | 3 | 3 | 18 | -2 | 11 | 7 | -5 | -12 | -3
38	CCCCN1C(=O)C(NC(=O)C2CC2)(C(F)(F)F)C2=C1CC(C)(C)CC2=O (stereo unspecified)
 : -11 | -14 | 6 | -6 | -6 | 2 | 14 | -16 | 2 | -8 | 0
39	CCOC(CNC(=O)C(=O)Nc1cc2c3c(c1)CC(=O)N3CCC2)OCC
 : -1 | -7 | -5 | -6 | 2 | -30 | -3 | 7 | -24 | 0 | 4
40	COc1c2c(nc3occc13)C(CC=C(C)C)(OC)C(=O)C=C2 (stereo unspecified)
 : -2 | -2 | 7 | 4 | -11 | -1 | 18 | 2 | 16 | 3 | 6
41	Cc1onc(C(=O)N2CCN(Cc3ccccc3)CC2)c1[N+](=O)[O-]
 : 2 | -40 | -5 | -21 | -18 | 23 | 7 | -4 | 7 | -1 | -4
42	CCOc1ccc(C2/C(=C(/O)c3ccc(OC)cc3)C(=O)C(=O)N2c2cc(C)on2)cc1OC (stereo unspecified)
 : -11 | -7 | x | 7 | -14 | -6 | -1 | -20 | 1 | -3 | -6
43	N#CC1C(=O)NC(=O)C(C#N)C12CCCC(C(F)(F)F)C2 (stereo unspecified)
 : -4 | 10 | 6 | -3 | -11 | -3 | 5 | -4 | -2 | 3 | -4
44	Cc1ccc(NC(=O)C2CCCN(S(=O)(=O)c3cccnc3)C2)cc1C (stereo unspecified)
 : 9 | -5 | -7 | -3 | -12 | 2 | 5 | -9 | 10 | 2 | 1
45	CCC(C)(C)NC(=O)C(c1ccc(OC)cc1)N(C(=O)CCC(=O)Nc1cc(C)on1)c1ccc(F)cc1 (stereo unspecified)
 : 2 | -7 | -4 | -2 | 20 | -21 | 11 | 7 | -19 | -9 | -3
46	O=C(NCC(=O)N(c1cccc(F)c1)C(C(=O)NC1CCCC1)c1ccncc1)c1cccs1 (stereo unspecified)
 : -9 | -10 | 15 | -7 | 6 | 10 | 0 | -12 | 3 | -16 | -2
47	CC12CCC(=O)N1C(C(=O)Nc1ccc(S(=O)(=O)N3CCCCC3)cc1)CS2 (stereo unspecified)
 : 20 | 31 | -11 | -4 | 6 | 4 | 1 | 3 | -5 | -5 | -3
48	COc1ccc(Br)c(OC)c1C(=O)NC(=O)Nc1c(F)cccc1F
 : -4 | -1 | 1 | 15 | -5 | 13 | -8 | 10 | 8 | 2 | -8
49	Cc1ccc(S(=O)(=O)N2CCN(C(=O)COc3ccc(Br)cc3)CC2)cc1
 : 0 | 1 | -4 | -13 | 0 | -14 | 7 | 4 | -4 | -3 | 4
50	COc1ccc2nc3c(cc2c1)c(NC(=O)C1CCCO1)nn3CC(C)C (stereo unspecified)
 : -4 | -43 | 4 | 0 | -7 | -6 | -12 | -32 | -11 | -21 | -6
51	COc1ccc(C2(CCN=Cc3ccc(N(C)C)cc3)CCOC(C)(C)C2)cc1 (stereo unspecified)
 : -13 | -20 | 32 | 0 | 17 | 14 | 17 | -3 | -7 | -7 | -8
52	CN(CC(=O)Nc1ccccc1Br)C(=O)c1cccn1C
 : 0 | -18 | 2 | -1 | -17 | 6 | 8 | -3 | -8 | 4 | 11
53	O=C(CNC(=O)c1ccc(Br)o1)NNC(=O)c1ccccc1O
 : -9 | -13 | 14 | -3 | 15 | 0 | 7 | 1 | -29 | 0 | 10
54	O=C(C=Cc1cccnc1)c1ccccc1
 : 7 | 31 | 4 | 1 | -6 | -15 | 0 | 2 | -3 | 11 | 8
55	O=C(Nc1c(-c2ccccc2)nc2ccccn12)c1cccs1
 : -1 | -10 | -4 | -14 | -2 | 15 | 20 | -17 | 8 | 6 | 3
56	CN(CCOc1ccccc1)c1ccc(S(=O)(=O)N2CCCCC2)cn1
 : -12 | -1 | -9 | 6 | 7 | -4 | 15 | -12 | 7 | 10 | 3

These rows are one share of the data; rates above refer to the full screens.
